Source: PubChem BioAssay
AMA1 RON2 block: disrupts binding of P. falciparum AMA1 to RON2 | 360,000 tested, 0.2% active | AlphaScreen AMA1-biotinylated RON2 peptide binding | Potency, µM (top dose mostly 58.2 µM), for inactives: at the highest dose activity change, negative = inhibition, most hits filed as inhibitors | AID 720542;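 note: potency is the fitted concentration of half-maximal effect; 0% = vehicle wells and -100% = peptide control; nearly all actives have a fitted effect of over 45% in size; some results filed as inactive show a strong effect at the top dose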
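AMA1 (3D7) with his tag at 25 nM final met compounds first, then biotinylated RON2 peptide at 25 nM; detection used donor plus acceptor beads, 10 µg/mL apiece, read by AlphaScreen after 30 min at room temperature.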
Shiga toxin inh: blocks Shiga toxin action in Vero cells; inhibition, % at 38.7 µM; Vero cells, Shiga toxin protein synthesis inhibition reporter; 290,000 tested, 9.2% active; in the data active = inhibition mostly above about 28%, no sharp cut-off; inactive = mostly below about 43%; note: 0% is about no effect
LmPK inh: inhibitors of Leishmania mexicana pyruvate kinase; purified LmPK, Kinase-Glo ATP luminescence, 1 h; Potency, µM (top dose mostly 57.5 µM), inactives show top-dose activity change, negative = inhibition, usual class: inhibitors; 290,000 tested, 0.37% active; AID 1721; note: potency is the fitted concentration of half-maximal effect; % is set by controls: 0 for no effect and ±100 for the full control effect
Target sequence (Q27686 whole entry, looked up): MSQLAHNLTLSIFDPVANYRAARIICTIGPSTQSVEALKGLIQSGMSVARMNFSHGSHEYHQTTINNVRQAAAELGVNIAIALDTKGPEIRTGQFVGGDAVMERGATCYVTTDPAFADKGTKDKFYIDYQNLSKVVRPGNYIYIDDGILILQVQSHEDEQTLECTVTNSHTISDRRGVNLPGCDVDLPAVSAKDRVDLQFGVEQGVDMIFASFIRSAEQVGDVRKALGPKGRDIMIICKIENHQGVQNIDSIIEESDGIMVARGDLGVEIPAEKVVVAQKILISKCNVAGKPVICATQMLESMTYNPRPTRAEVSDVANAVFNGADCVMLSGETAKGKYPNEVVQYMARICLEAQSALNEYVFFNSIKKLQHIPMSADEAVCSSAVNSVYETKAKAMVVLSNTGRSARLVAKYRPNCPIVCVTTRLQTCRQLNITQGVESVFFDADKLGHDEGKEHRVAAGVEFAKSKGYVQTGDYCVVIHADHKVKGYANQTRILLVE
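Screened at intermediate enzyme activity to detect both inhibitors and activators: LmPK at 0.1 nM, with a 0.5 nM enzyme column as activation reference. PEP 0.5 mM, ADP 0.1 mM; ATP detected by luminescence after 1 h.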
Pf growth 48h: P. falciparum growth inhibition at 48 hours (one generation); P. falciparum luciferase growth in erythrocytes, 48 h; Potency, µM (doses to about 28.7 µM), for the others: at the highest dose activity change, negative = inhibition, usual class: inhibitors; 310,000 tested, 5.9% active; note: potency is the fitted concentration of half-maximal effect; % is set by controls: 0 for no effect and ±100 for the full control effect
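Erythrocytes infected with P. falciparum carrying an integrated firefly luciferase reporter (2% hematocrit, 0.1% parasitemia final) were exposed to compounds in RPMI 1640 with 0.5% Albumax at 37 C, 5% CO2. Growth inhibition was scored as reduced luminescence.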
Pf growth 96h: P. falciparum growth inhibition at 96 hour, primary screen for plastid delayed-death inhibitors; 320,000 tested, 6.9% active; P. falciparum luciferase reporter growth, 96 h; AID 504834; Potency, µM (highest dose often 28.7 µM), for the others: top-dose activity change, negative = inhibition, actives largely listed as inhibitors; note: potency is the fitted concentration of half-maximal effect; % is set by controls: 0 for no effect and ±100 for the full control effect
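P. falciparum expressing integrated firefly luciferase, in erythrocytes at 2% hematocrit, 0.05% parasitemia, incubated with compounds 96 h at 37 C, 5% CO2. Growth inhibition read as loss of luminescence; two-generation exposure targets delayed-death apicoplast inhibitors.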
TbPYK inhibitor: inhibitors of Trypanosoma brucei pyruvate kinase; TbPYK enzyme, Kinase-Glo Plus ATP luminescence, 45 min; Potency, µM (highest dose often 76.8 µM), for inactives: at the highest dose activity, negative = inhibition, hits mostly inhibitors; 410,000 tested, 0.12% active; AID 624173; note: potency is the fitted concentration of half-maximal effect; % is set by controls: 0 for no effect and ±100 for the full control effect; nearly all actives have a fitted effect of over 50% in size
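T. brucei PYK with substrate was exposed to pin-transferred compounds across a concentration series, then started with 130 uM ADP (final). After 45 min at room temperature, Kinase-Glo Plus luminescence was read, normalized and curve-fitted.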
CHX counter: affects cycloheximide protein synthesis inhibition readout, counter-screen | cell reporter, cycloheximide protein synthesis inhibition counterscreen | AID 2314 | max response, % | 300,000 tested, 12% active; in the data active = max response mostly above about 13%, no sharp cut-off; inactive = mostly below about 14%; note: read at 38.3 µM for the half of the compounds with a filed dose; 0% is about no effect
Active calls of the source: *; ? = inconclusive; / = not tested or not shown; + = active, no number; [ ] = another dose, or the depositor's remark. Unless noted, calls come from the whole dose curve; as a rule, active = well fitted curve in the direction sought with a large enough effect; inconclusive = small, poorly fitted or top-dose-only effect, or another doubt; inactive = no such curve, though single readings can be large; an effect the other way counts as inactive or inconclusive.

SMILES | AMA1 RON2 block | Shiga toxin inh | LmPK inh | Pf growth 48h | Pf growth 96h | TbPYK inhibitor | CHX counter
O=C(C1=C[C@@H](c2ccc(Br)cc2)C[C@@H](OCCCCO)O1)N1CCOCC1 | -4% | 9 | 10% | 0% | 1% | 0% | 3
CC(CN1CCCCC1)OC(=O)c1ccccc1Cl (centres undefined) | -3% | -1 | -2% | 4% | / | -1% | 22*
FC(F)(F)c1cccc(CNC2CCN(Cc3ccccc3)CC2)c1 | 0% | -10 | -5% | 2.6µM* | ? | 7% | -3
O=C(c1cc(COc2ccc(F)cc2Cl)on1)N1CCN(C2CCCCC2)C(=O)C1 | -4% | 13 | 0% | -7% | -3% | 1% | 9
COc1cccc(C2NC(CC(C)C)(C(=O)O)C3C(=O)N(Cc4ccccc4)C(=O)C23)c1O (centres undefined) | 33%[activator] | -8 | 8% | 0% | ? | -1% | -5
CCN(CC(=O)NCc1ccc(Cl)cc1)C(=O)c1cc2ccccc2o1 | -3% | 49 | 1% | -4% | -13% | -2% | 18
Nc1nc(Cl)cc(Oc2ccc([N+](=O)[O-])cc2)n1 | -2% | -8 | -6% | 6% | 10% | -20% | -2
Cc1ccc(-c2ocnc2C(=O)Nc2nc(C)cs2)cc1 | 16% | / | 6% | 113%[activator] | -86% | -5% | 72*
CCOc1ccc(Cl)cc1S(=O)(=O)N1CCC(C(=O)NCC2CCCO2)CC1 (centres undefined) | 12% | 2 | 3% | 10% | 7% | 2% | -8
COc1ccc(C2C(C(=O)NCC3CCCO3)CCC(=O)N2c2ccc3c(c2)OCO3)cc1 (centres undefined) | 5% | -16 | -1% | 9% | ? | -4% | -1
COc1ccc(C2CC(C(F)(F)F)n3ncc(C(=O)Nc4c(C)n(C)n(-c5ccccc5)c4=O)c3N2)cc1 (centres undefined) | -1% | 11 | 2% | ? | 2% | 3% | -1
COc1ccccc1NC(=O)COc1ccc2c(c1)OCO2 | 0% | 70* | 1% | -2% | -4% | -17% | 25*
Cc1cccc(C)c1NC(=O)c1ccc(-n2cncn2)nc1 | 11% | -1 | -6% | 10% | 56%[activator] | 4% | -2
CCCCn1c(=O)c(C=Nc2ccc(Cl)cc2)c(O)n(Cc2ccco2)c1=O | 7% | -12 | 3% | 8.3µM* | 9.3µM* | -2% | -3
CCCCn1c(N)c(N(CCOC)C(=O)c2nn(CC)c(=O)c3ccccc23)c(=O)[nH]c1=O | -16% | / | / | 0% | 9% | 6% | /
CCn1cc(/C=N\NC(=O)Cc2ccc(Cl)cc2)cn1 | 4% | -3 | 1% | -1% | -4% | -4% | 3
O=C(NCCO)Nc1ccc(Cl)cc1 | -6% | -7 | -1% | 11% | 8% | -5% | 7
Cc1ccc(S(=O)(=O)NNC(=O)c2csnn2)cc1 | 0% | -3 | -2% | -8% | -25% | -5% | -6
Cc1cccc(NC(=O)CSc2nnc(CNC(=O)c3cccs3)o2)c1C | 3% | -8 | 0%[11.5 µM] | 14% | -9% | -1% | -2
CC(Oc1ccccc1)C(=O)NCc1cccnc1 (centres undefined) | -12% | -11 | -1% | 10% | ? | 2% | 10
Cc1cccc(NS(=O)(=O)c2cccc3nonc23)c1 | -2% | 0 | 3% | 7% | ? | -4% | -1
CC1CN(C(c2ccco2)c2sc3ncnn3c2O)CC(C)O1 (centres undefined) | -1% | -6 | 1% | / | -39% | -12% | -3
Cc1cc(NS(=O)(=O)c2cc(Cl)sc2Cl)no1 | -1% | -4 | -1% | / | 20% | 2% | -5
O=C(/C=C/c1ccc(OCCCF)cc1)N1CCN(Cc2ccccc2)CC1 | 3% | 31 | -1% | -20%[0.00184 µM] | ? | -1% | 18
COC(=O)c1cc2oc(C)cc2n1CC(=O)N(C)c1ccccc1 | -8% | -13 | 0% | 0% | / | -9% | -1
CCC1Oc2ccccc2N(CC(=O)NC2CCCCC2)C1=O (centres undefined) | -26% | -2 | 1% | -4% | -22% | -15% | 12
N#Cc1nc(COc2ccc(F)cc2)oc1N1CCCC1 | ? | -20 | 0% | -26% | 128%[activator] | 15% | -2
Cc1ccc(N(C(=O)CCC(=O)Nc2cc(C)on2)C(C(=O)NC2CCCC2)c2ccncc2)cc1 (centres undefined) | 18% | 10 | 6% | ? | ? | -5% | -1
CCCCC(NC(=O)c1cccc(Br)c1)C(=O)O (centres undefined) | 12% | -8 | -4% | 37%[activator] | ? | 0% | -2
CCOC(=O)N1CCC(N2CCN(S(=O)(=O)c3ccc([N+](=O)[O-])cc3)CC2)CC1 | ? | -7 | -9% | 2.1µM* | ? | 21% | -2

A second format for part of the listing above.
CCC1Oc2ccccc2N(CC(=O)NC2CCCCC2)C1=O (centres undefined)
- AMA1 RON2 block = -26%
- Shiga toxin inh = -2
- LmPK inh = 1%
- Pf growth 48h = -4%
- Pf growth 96h = -22%
- TbPYK inhibitor = -15%
- CHX counter = 12
N#Cc1nc(COc2ccc(F)cc2)oc1N1CCCC1
- AMA1 RON2 block = ?
- Shiga toxin inh = -20
- LmPK inh = 0%
- Pf growth 48h = -26%
- Pf growth 96h = 128%[activator]
- TbPYK inhibitor = 15%
- CHX counter = -2
Cc1ccc(N(C(=O)CCC(=O)Nc2cc(C)on2)C(C(=O)NC2CCCC2)c2ccncc2)cc1 (centres undefined)
- AMA1 RON2 block = 18%
- Shiga toxin inh = 10
- LmPK inh = 6%
- Pf growth 48h = ?
- Pf growth 96h = ?
- TbPYK inhibitor = -5%
- CHX counter = -1
CCCCC(NC(=O)c1cccc(Br)c1)C(=O)O (centres undefined)
- AMA1 RON2 block = 12%
- Shiga toxin inh = -8
- LmPK inh = -4%
- Pf growth 48h = 37%[activator]
- Pf growth 96h = ?
- TbPYK inhibitor = 0%
- CHX counter = -2

Entries of single compounds, looked up by structure. Values in the order: AMA1 RON2 block	Shiga toxin inh	LmPK inh	Pf growth 48h	Pf growth 96h	TbPYK inhibitor	CHX counter
O=C(/C=C/c1ccc(OCCCF)cc1)N1CCN(Cc2ccccc2)CC1 is listed with 3%	31	-1%	-20%[0.00184 µM]	?	-1%	18
Cc1ccc(N(C(=O)CCC(=O)Nc2cc(C)on2)C(C(=O)NC2CCCC2)c2ccncc2)cc1 (centres undefined) is listed with 18%	10	6%	?	?	-5%	-1
N#Cc1nc(COc2ccc(F)cc2)oc1N1CCCC1 is listed with ?	-20	0%	-26%	128%[activator]	15%	-2

Further results follow:
SMILES | AMA1 RON2 block | Shiga toxin inh | LmPK inh | Pf growth 48h | Pf growth 96h | TbPYK inhibitor | CHX counter
COc1ccc(-n2c(SCC(N)=O)nnc2-c2cccnc2)cc1 | -3% | -2 | -5% | 34%[activator] | -27% | 2% | 0
COC(=O)[C@@]12CCCCN1[C@H](c1ccc(-c3ccc(F)cc3)cc1)[C@@H]1C(=O)N(C)C(=O)[C@@H]12 | -5% | / | / | ? | 13µM* | 0% | /
COc1ccc(C2=C(C#N)C(=O)OC2)cc1 | -2% | -8 | -11% | 9% | 39%[activator] | -5% | -1
CCOC(=O)/C(=N\Nc1ccccc1Cl)N1CCN(Cc2ccccc2)CC1 | -8% | -13 | -1% | -25% | ? | 2% | 21*
COc1ccc(Cc2nc(-c3ccc(Br)o3)no2)cc1OC | -14% | 52 | 11% | / | ? | -12% | 18*
Cc1ccccc1OCC(=O)N=Nc1c(O)n(C)c2ccccc12 | -7% | 24 | 1% | 18% | 46%[activator] | 3% | 10
CCn1cc(S(=O)(=O)NCCc2ccccc2OC)cn1 | 11% | 15 | -3% | 88%[activator] | -4% | -11% | -2
Fc1ccccc1N1CCN(c2nc3ccccc3n3nnnc23)CC1 | 15% | 23 | 7% | 35% | 67%[activator] | -8% | 14*
COc1cccc(C2c3c(oc4ccc(F)cc4c3=O)C(=O)N2CCN2CCOCC2)c1OC (centres undefined) | 11% | -3 | 0% | ? | ? | 4% | -3
Cn1c(SCC(=O)Nc2ccccc2F)nnc1-c1cccnc1 | -1% | 25 | 0% | 25% | ? | 0% | -2
COc1cc(/C=N/NC(=O)c2cc(-c3cccn3C)n[nH]2)cc(OC)c1OC | 13% | 18 | 2% | 6.6µM* | 23% | -2% | -3
O=c1c2[nH]c3ccc(Cl)cc3c2ncn1CCN1CCCCC1 | -1% | 5 | 3% | / | 60%[activator] | 2% | 9
CC(C)(C)c1nc(Sc2ccc([N+](=O)[O-])cn2)n[nH]1 | -10% | 12 | 3% | 1% | -5% | -2% | 1
Cn1c(/C(C#N)=C/c2ccc(O)cc2)nc2ccccc21 | -10% | 47* | -11% | -4% | 2.3µM* | 3% | 50*
O=C(NNC(=O)c1cccs1)Nc1cccc(Cl)c1 | 88%[activator] | 54 | -5% | 1% | ? | -1% | 8
Cc1ccc(NC(=O)CCSc2ccccn2)cc1 | -5% | + | 0% | 198%[activator] | 237%[activator] | -1% | 59*
CC(=O)N1CCN(S(=O)(=O)c2cccc(C(=O)NC3CCC(C)CC3)c2)CC1 (centres undefined) | -4% | 1 | 3% | -24% | ? | -2% | 10
O=C1NC(Cc2ccccc2)C(=O)N1Cc1cc([N+](=O)[O-])cc2c1OCOC2 (centres undefined) | -1% | -4 | 3% | -6% | -14% | 2% | 2
COc1ccc(Nc2nnc(SCC(=O)Nc3ccc4[nH]c(=O)[nH]c4c3)s2)cc1 | 3% | -5 | -7% | 69%[activator] | -2% | -16% | 11
N/C(=N/OC(=O)c1ccc(Cl)cc1)c1ncc([N+](=O)[O-])s1 | -7% | 66* | 0% | ? | ? | -14% | 26*
CC(=O)Nc1cccc(C(=O)OCCCOc2ccc(F)cc2)c1 | 0% | 58* | 0% | 57%[activator] | 10% | -2% | 32*
Cc1ccc(NC(=O)CSc2nc(O)cc(=O)n2-c2ccc(C)cc2)cc1 | 0% | 24 | 12% | 13µM* | ? | -7% | 8
O=C(c1ccc2c(c1)OCO2)N1CCC2(CC1)Oc1ccc(Cl)cc1C(=O)C21CC(c2ccc(Cl)cc2)=NO1 (centres undefined) | / | -2 | -1% | ? | ? | / | -3
Cc1nn(-c2ccccc2)c2nc(C(Cl)(Cl)Cl)[nH]c(=O)c12 | 13% | -14 | 9% | -27% | -16% | -5% | 1
O=C(O)c1cc(NCc2cccs2)ccc1N1CCOCC1 | -8% | -7 | 0% | 18% | -17% | 2% | -4
CCC(=O)N1CCN(c2ccc(NC(=O)c3ccc([N+](=O)[O-])o3)cc2)CC1 | 13% | 33* | -3% | 10µM* | 417%[activator] | -3% | 21*
CCC1Sc2ccccc2N(CC(=O)NCCC(C)C)C1=O (centres undefined) | 1% | 65 | -5% | ? | ? | 3% | 5
